CHX counter: counter-screen hit for Shiga toxin inhibitors, cycloheximide | cell reporter, cycloheximide protein synthesis inhibition counterscreen | max response, % | actives 12% (n = 300,000) | AID 2314; in the data active = max response mostly above about 13%, no sharp cut-off; inactive = mostly below about 14%; note: read at 38.3 µM for the half of the compounds with a filed dose; 0% is about no effect
Shiga toxin inh: blocks Shiga toxin action in Vero cells. actives 9.2% (n = 290,000). AID 2315. Vero cells, Shiga toxin protein synthesis inhibition reporter. inhibition, % at 38.7 µM; in the data active = inhibition mostly above about 28%, no sharp cut-off; inactive = mostly below about 43%; note: 0% is about no effect
Pf growth 48h: inhibits P. falciparum growth in the first generation, 48 h | P. falciparum luciferase growth in erythrocytes, 48 h | actives 5.9% (n = 310,000) | Potency, µM (series often up to 28.7 µM), without a hit: at the highest dose activity change, negative = inhibition, most hits filed as inhibitors | AID 504832; note: potency is the fitted concentration of half-maximal effect; % is set by controls: 0 for no effect and ±100 for the full control effect
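A one-generation exposure of luciferase-tagged malaria parasites in RPMI 1640/Albumax erythrocyte culture, 37 C and 5% CO2. Inhibition is inferred from decreased luminescence after adding detection reagent.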
Giardia FBPA inh: inhibitors of Giardia lamblia fructose-1,6-bisphosphate aldolase; purified Giardia FBPA; Potency, µM (highest dose often 59.6 µM), inactives show top-dose activity, negative = inhibition, hits mostly inhibitors; actives 0.71% (n = 290,000); note: potency is the fitted concentration of half-maximal effect; % is set by controls: 0 for no effect and ±100 for the full control effect; nearly all actives have a fitted effect of over 55% in size
Target sequence (A8B2U2 whole entry, looked up): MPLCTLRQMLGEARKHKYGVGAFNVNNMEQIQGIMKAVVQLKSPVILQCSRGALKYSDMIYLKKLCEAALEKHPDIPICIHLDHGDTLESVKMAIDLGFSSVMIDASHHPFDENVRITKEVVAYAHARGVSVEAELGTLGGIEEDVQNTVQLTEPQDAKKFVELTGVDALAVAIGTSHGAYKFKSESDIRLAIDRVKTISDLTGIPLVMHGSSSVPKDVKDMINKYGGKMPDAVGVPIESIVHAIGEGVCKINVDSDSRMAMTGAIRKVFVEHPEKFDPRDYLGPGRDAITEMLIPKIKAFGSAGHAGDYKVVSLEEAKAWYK
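40 nM FBPA preincubated 10 min at RT with compound (up to 57.5 uM final), then substrate plus GAPDH/TPI/NAD/arsenate coupling and diaphorase/resazurin added. Fluorescence read after 20 min at RT, 525/598 nm.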
Pf growth 96h: P. falciparum growth inhibition at 96 hours; P. falciparum luciferase reporter growth, 96 h; Potency, µM (series often up to 28.7 µM), for the others: top-dose activity change, negative = inhibition, usual class: inhibitors; actives 6.9% (n = 320,000); note: potency is the fitted concentration of half-maximal effect; % is set by controls: 0 for no effect and ±100 for the full control effect
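Two-generation exposure (96 h) targets delayed-death phenotype. Reporter parasites carrying integrated firefly luciferase, in red cells at 2% hematocrit and 0.05% parasitemia final, kept at 37 C, 5% CO2; luminescence loss indicates inhibition.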
Sm TGR block: blocks Schistosoma mansoni thioredoxin glutathione reductase | Q962Y6 | AID 485364 | Potency, µM (doses to about 114 µM), inactives show top-dose activity change, negative = inhibition, hits mostly inhibitors | actives 3% (n = 360,000) | purified TGR, DTNB reduction, TNB absorbance 405 nm; note: potency is the fitted concentration of half-maximal effect; % is set by controls: 0 for no effect and ±100 for the full control effect; nearly all actives have a fitted effect of over 60% in size
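First, TGR (20 nM dispensed) and NADPH were mixed with compound. Second, a 15 min room-temperature incubation followed. Third, further NADPH and then DTNB were added to start the reaction. Finally, TNB absorbance was monitored kinetically.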
* hit, by the source's call; ? = inconclusive; . = not tested or not shown; [ ] = remark or other dose. Unless noted, calls come from the whole dose curve; as a rule, active = well fitted curve in the direction sought with a large enough effect; inconclusive = small, poorly fitted or top-dose-only effect, or another doubt; inactive = no such curve, though single readings can be large; an effect the other way counts as inactive or inconclusive. Compounds as they come; about 24% have a hit in one of these screens.

SMILES	CHX counter	Shiga toxin inh	Pf growth 48h	Giardia FBPA inh	Pf growth 96h	Sm TGR block
CCn1c(N2CCN(C(=O)C34CC5CC(CC(C5)C3)C4)CC2)nc2ccccc21	-1	-2	13µM*	4%	.	-1%
CC1CCN(S(=O)(=O)c2ccc3c(c2)n(C)c(=O)n3C)CC1	3	-5	8%	-3%	40%	0%
COc1cccc(Nc2c([N+](=O)[O-])cncc2[N+](=O)[O-])c1	-1	-8	?	-8%	297%[activator]	-33%
Nc1c(C(=O)CSc2ccccn2)c(=O)[nH]c(=O)n1C1CC1	.	.	69%[activator]	.	54%[activator]	-27%
COc1ccc(S(=O)(=O)N2CCCC2)cc1C(C)C	-3	-11	?	-6%	-18%	.
O=C(c1cccnc1)c1ncc(C(F)(F)F)cc1Cl	-2	-7	7%	-11%	16%	5%
CC(C)[C@H](NC(=O)c1ccccc1Cl)C(=O)NC1CCCCCC1	7	19	?	-1%	-7%	-2%
CC(C)n1c(SCC(=O)N2CCN(C)CC2)nc2c1c(=O)n(C)c(=O)n2C	-4	-2	35%	-4%	14%	-13%
Cc1nn2cc(-c3ccc(Cl)cc3)cnc2c1Cl	29*	49*	372%[activator]	-2%	356%[activator]	-2%
COc1ccccc1/C=C/C(=O)Nc1cccc(S(=O)(=O)NC2=NCCCCC2)c1	4	38	?	-2%	?	1%
CCn1c(SCC(=O)Nc2ccc3c(c2)OCCO3)nnc1C(C)C	-2	23	27%	-1%	48%[activator]	2%
COC(=O)c1cc(NC(=O)CSc2nnc(N)s2)ccc1Cl	-1	-4	-14%	2%	?	7%
CCOC(=O)c1cnc(SCC(=O)Nc2ccc3c(c2)OCCO3)nc1N	-1	14	20%	5%	.	-4%
O=Nc1[nH]c(=O)c(/C=C(\O)c2ccccc2)nc1NO	59*	62*	142%[activator]	?	145%[activator]	4%
COc1ccc(CN2CCN(Cc3ccc(C(F)(F)F)cc3)CC2)c(OC)c1	-6	-4	-18%[0.00184 µM]	?	-14%	3%
COc1ccc(NC(=O)c2cc(Br)c(Br)s2)cn1	24*	91*	-13%	?	20%	-35%
CCOc1ccc(NC(=O)CCNS(=O)(=O)c2ccc3c(c2)CCC(=O)N3)cc1	-5	-18	2%	-3%	-6%	0%
O=C(COc1ccc2c3c(c(=O)oc2c1)CCC3)N[C@@H](CSCc1ccccc1)C(=O)O	-1	-3	5%	19%	-3%	-3%
CC(C)CN(C(=O)COC(=O)c1ccc2c(c1)OCO2)c1c(N)n(Cc2ccccc2)c(=O)[nH]c1=O	.	.	-4%	.	?	-6%
O=C(C(NS(=O)(=O)c1cccs1)c1ccccc1)N1CCN(c2ccccc2F)CC1 (configuration not stated)	10	32	?	2%	.	-11%
COc1ccc(OC)c(N(CC(=O)N2CCCCC2)S(=O)(=O)c2ccc(OC)c(OC)c2)c1	-3	17	?	4%	?	-1%
CC1CC(C)CN(S(=O)(=O)N2CCC(C(=O)NCc3ccco3)CC2)C1 (configuration not stated)	11	12	?	7%	-5%	-3%
CCCn1c(SCC(=O)Nc2sc(C)c(C)c2C(=O)OC)nc2c1c(=O)n(C)c(=O)n2C	8	-6	17%	-9%	?	-21%
NS(=O)(=O)c1ccc(CCN2C(=O)CCC2=O)cc1	-2	-4	14%	7%	6%	12%
CCOc1ccc(NC(=O)C2CCCN2S(=O)(=O)c2ccc3c(c2)C(C)(C)C(=O)N3C)cc1 (configuration not stated)	-4	16	-18%	0%	?	6%
Cc1ccccc1-n1c(SCC(=O)N2CCOCC2)nc(O)cc1=O	-2	-9	14%	3%	4%	1%
O=C(COC(=O)/C=C/c1ccc(Cl)cc1)NCCc1ccccc1	-2	-7	17%	1%	8%	15%
Cc1nnc(N/N=C/c2ccco2)n1N	3	-3	-22%	20µM*	28%	-6%
CCN1CCCC1CNC(=O)c1cc([N+](=O)[O-])c(N(C)C)cc1OC (configuration not stated)	-3	5	3%	-10%	4.1µM*	-8%
O=C(c1ccco1)N1CCCN(Cc2nc(Cc3ccccc3)no2)CC1	0	-15	-7%	1%	4%	-20%[57.1 µM]
CCOC(=O)c1cc(-c2ccccc2)sc1NC(=O)C(C)Sc1nnc(C)s1 (configuration not stated)	11*	39	13µM*	0%	?	5%
CC(C)(C)C(=O)N=C1SC2CS(=O)(=O)CC2N1c1ccc2c(c1)OCO2 (configuration not stated)	-3	-2	8%	4%	12%	7%
O=C(Oc1cccc(OC(=O)N2CCCCC2)c1)N1CCCCC1	-3	-9	8%	3%	?	8%
CCCOc1cccc(-c2cc(C(=O)N/N=C/c3ccccn3)c3ccccc3n2)c1	21*	42*	12µM*	.	9.3µM*	5%
CN1CCC(N(C)CC(C)(C)NS(=O)(=O)c2ccccc2)CC1	1	-6	11%	-14%	11%	-17%
N/C(=N\OC(=O)c1cnn(-c2ccccc2)c1C(F)(F)F)c1cc(C(F)(F)F)cc(C(F)(F)F)c1	1	14	?	-2%	?	20%
Nc1nc2n(n1)C(c1ccco1)CC(c1ccc(Cl)c(Cl)c1)N2 (configuration not stated)	-5	-3	-15%	-6%	55%[activator]	1%
CCc1ccc(NC(=O)CSc2nnc(-c3n[nH]c4ccccc34)n2-c2ccccc2)cc1	-1	-13	-9%	-1%	50%[activator]	-12%
CCOc1ccc(/C=N/NC(=O)c2cc(-c3ccco3)nc3ccccc23)cc1	47*	103*	-17%	2%	5%	2%
Cc1ccc(C2(c3noc(CN(C)CC4CCCCO4)n3)CCCC2)cc1 (configuration not stated)	-1	-16	?	-1%	?	1%[57.1 µM]

Complete entries as entered above. Screens in order: CHX counter | Shiga toxin inh | Pf growth 48h | Giardia FBPA inh | Pf growth 96h | Sm TGR block
Entry for `Nc1nc2n(n1)C(c1ccco1)CC(c1ccc(Cl)c(Cl)c1)N2` (configuration not stated) → -5 | -3 | -15% | -6% | 55%[activator] | 1%
Entry for `O=C(Oc1cccc(OC(=O)N2CCCCC2)c1)N1CCCCC1` → -3 | -9 | 8% | 3% | ? | 8%
Entry for `CCOC(=O)c1cc(-c2ccccc2)sc1NC(=O)C(C)Sc1nnc(C)s1` (configuration not stated) → 11* | 39 | 13µM* | 0% | ? | 5%
Entry for `CC(C)(C)C(=O)N=C1SC2CS(=O)(=O)CC2N1c1ccc2c(c1)OCO2` (configuration not stated) → -3 | -2 | 8% | 4% | 12% | 7%
Entry for `CN1CCC(N(C)CC(C)(C)NS(=O)(=O)c2ccccc2)CC1` → 1 | -6 | 11% | -14% | 11% | -17%

4 compounds from above, limited to Pf growth 48h:
smiles	Pf growth 48h
Nc1nc2n(n1)C(c1ccco1)CC(c1ccc(Cl)c(Cl)c1)N2 (configuration not stated)	-15%
CCc1ccc(NC(=O)CSc2nnc(-c3n[nH]c4ccccc34)n2-c2ccccc2)cc1	-9%
CCOc1ccc(/C=N/NC(=O)c2cc(-c3ccco3)nc3ccccc23)cc1	-17%
Cc1ccc(C2(c3noc(CN(C)CC4CCCCO4)n3)CCCC2)cc1 (configuration not stated)	?

Other records.
SMILES	CHX counter	Shiga toxin inh	Pf growth 48h	Giardia FBPA inh	Pf growth 96h	Sm TGR block
N#Cc1ccc(-c2nc3ccc(Br)cc3c(=O)n2O)cc1	4	3	-5%	16%	3%	-8%
O=C(NC1CC1)C1CCCN(C(=O)Nc2ccc(F)cc2)C1 (configuration not stated)	-1	-3	10%	2%	-58%	15%
COC(=O)c1cc2sccc2n1CC(=O)Nc1cc(OC)cc(OC)c1	-4	15	?	0%	.	13%
O=C(OCCOc1ccccc1)c1cccc(S(=O)(=O)N2CCOCC2)c1	.	.	?	.	?	-2%
COc1ccc(CCN=C(NS(=O)(=O)c2ccccc2)c2ccccc2)cc1OC	9	-18	-21%	3%	-5%	-10%
COc1ccc2c(c1)oc(=O)c1c3ccccc3[nH]c21	62*	57*	?	-6%	?	.
COc1cnc(-c2ccccn2)nc1Sc1ccc(C)cc1	5	7	12µM*	-6%	?	2%
CCN(CC)S(=O)(=O)c1ccc(Cl)c(C(=O)Nc2cc(C)nn2-c2ccccc2)c1	-3	-6	-16%	0%	0%	-5%
COc1ccc(-c2cc(C(=O)N3CCCCCC3)no2)cc1	20*	70*	181%[activator]	3%	10%	-3%
c1ccc([C@H]2CC3C[C@@H](c4ccccc4)N2O3)cc1	1	7	-11%	3%	-3%	9%
O=C(NNC(=O)c1ccccc1OCc1ccc(F)cc1)c1ccncc1	.	.	?	.	4%	5%
CCC(C)NC(=O)c1c(C)cc(=O)oc1C (configuration not stated)	-3	-10	1%	.	?	15%
NC(=O)[C@@H]1CCCN1Cc1nc(Cc2cccc(C(F)(F)F)c2)no1	-1	-8	-14%	-1%	-9%	1%
OCC1CCCN(c2ncnc3scc(-c4ccccc4)c23)C1 (configuration not stated)	-1	-4	?	13%	?	0%
CCCCNC(=S)N(CCO)Cc1cc2cc3c(cc2[nH]c1=O)OCCO3	-4	-17	88%[activator]	5%	?	1%
O=c1oc2ccccc2c2[nH]ccc12	-4	-8	?	-5%	5%	-10%
Cc1cc(NC(=O)CSc2nc3c(cc2C#N)CCCCC3)no1	15*	79*	42%[activator]	1%	?	0%
O=C(Nc1sc2c(c1C(=O)NCC1CCCO1)CCCC2)c1cccs1 (configuration not stated)	-1	-6	?	-4%	?	0%
COC(=O)c1cc2sc(Cl)cc2n1CC(=O)NCC1CCCO1 (configuration not stated)	12	21	8%	0%	.	-6%
Cc1ccc(CNc2oc(-c3ccco3)nc2C#N)cc1	10	15	-16%	-8%	0%	-18%
Cc1coc2c(C)c3oc(=O)c(CCC(=O)N[C@@H](C)C(=O)N[C@@H](Cc4ccccc4)C(=O)O)c(C)c3cc12	1	-4	37%[activator]	13%	?	-18%
CCOC(=O)C1=C(C)C(c2ccc(OC)cc2)NC(=O)N1 (configuration not stated)	4	-2	?	3%	?	3%
Cc1c(C(=O)NC(=S)Nc2ccc3c4c(cccc24)CC3)cccc1[N+](=O)[O-]	-5	-12	?	1%	77%[activator]	-14%
O=C(CN1CCOCC1)N1CCN(S(=O)(=O)c2ccccc2)C1c1ccccc1 (configuration not stated)	2	-9	8%	-6%	?	7%
CCn1c(SCC(=O)OC(C)C)nnc1-c1ccccc1	-3	7	12%	-5%	63%[activator]	7%
COc1ccc(-c2csc3ncnc(N4CCN(c5ccccc5[N+](=O)[O-])CC4)c23)cc1	1	-8	?	-18%	9.3µM*	0%
O=C(CCn1cnc2ccccc21)N/N=C/C=C/c1ccccc1	1	-1	?	-6%	?	-4%
O=C(Nc1ccccc1)N1CCN(C2c3ccccc3-c3ccccc32)CC1	-1	36	2.6µM*	0%	2.6µM*	4%
COc1cc2c(cc1OC)C(C(=O)NCc1cccnc1)C(c1cccnc1)N(C)C2=O (configuration not stated)	-3	-21	4%	3%	4%	7%
CC(C)(C)C(=O)Nc1ccc(/C=C/C(=O)c2ccco2)cc1	25*	.	-1%	9%	?	?
COc1ccc(NC(=S)N(CCN(C)C)C(C)c2ccco2)cc1Cl (configuration not stated)	-2	-5	-13%	-6%	10µM*	1%
CC1(C)C([N+](=O)[O-])C(c2ccc(Cl)cc2)NC(c2ccc(Cl)cc2)C1[N+](=O)[O-] (configuration not stated)	-7	-11	?	0%	?	3%
CC1(c2ccc3ccccc3c2)NC(=O)NC1=O (configuration not stated)	1	9	31%[activator]	-13%	15%	3%
Cc1cccc(-c2noc(CCCC(=O)NC3CCCCC3)n2)c1	-5	-11	-2%	19%	12%	13%
COc1ccc(/C=C/C(=O)OCC(=O)Nc2ccc(OC)c(S(=O)(=O)N3CCCCC3)c2)cc1	-1	-1	18%	-8%	4%	-1%

Assay outcomes as filed in PubChem BioAssay.
